HMGR II inh: inhibitors of E. faecalis class II HMGR, primary screen, biochemical, Enterococcus faecalis | AID 1066, 2008 | hit rate 0.41% among 190,000 | HMG-CoA reductase (Enterococcus faecalis, mvaE) | inhibition, % at 10 µM | purified E. faecalis HMGR, NADPH absorbance 340 nm kinetic;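 active = inhibition above a set limit, the median over all tested compounds plus 3 SD, cut at about 9.5% in these data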;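 note: enzyme runs in reverse so mevalonate oxidation gives rising NADPH absorbance; 0% = complete reaction with DMSO and 100% = background rate lacking mevalonate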
bIAP inhibitor: bovine intestinal alkaline phosphatase inhibitors, primary screen, selectivity assay for TNAP inhibitor project, biochemical, bovine IAP, CDP-star luminescence. purified bovine IAP, 30 min. 190,000 tested, under 10 active. alkaline phosphatase, intestinal [Bos taurus]. inhibition, % at 20 µM. AID 1019, 2008;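 active = over 50% inhibition of intestinal alkaline phosphatase at 20 µM in the single-dose screen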
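Assay system: bovine IAP enzyme; medium: DEA buffer 100 mM, pH 9.8, with MgCl2 1.0 mM, ZnCl2 0.02 mM; doses: 20 µM single dose; incubation: enzyme reaction for 30 min at room temperature; detection: CDP-star luminescence signal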
TR-FRET SRC-2 ct: TR-FRET signal artefacts, primary screen, artefact control for PPARgamma SRC-2 agonist project, biochemical; TR-FRET artefact counter-screen; hits give high values; TR-FRET ratio at 8 µM; hit rate 0.4% among 200,000; in the data active = TR-FRET ratio above about 2000; note: inactives centre near 1500
bIAP act: bovine intestinal alkaline phosphatase activators, primary screen, biochemical, bovine IAP, CDP-star luminescence; alkaline phosphatase, intestinal [Bos taurus]; hit rate 0.17% among 200,000; purified bovine IAP, 30 min; hits give high values; fold of DMSO-control signal, blank-subtracted; activation factor at 20 µM;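 active = activation factor of 2 or more at 20 µM, a signal rise over negative controls twice the positive control's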
TNAP inh hi DEA: human TNAP enzyme inhibitors, primary screen, biochemical, luminescent, high phosphate acceptor level, uHTS; inhibition, % at 20 µM; AID 1135, 2008; purified TNAP, CDP-star luminescence, 1 M DEA; Alkaline phosphatase, tissue-nonspecific isozyme (Homo sapiens), P05186; hit rate 0.03% among 200,000;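 active = over 50% inhibition of tissue-nonspecific alkaline phosphatase at 20 µM in the single-dose screen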;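 note: plate controls were DMSO wells for no effect and EDTA-quenched wells as full inhibition for full effect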
Target sequence (P05186 whole entry, looked up): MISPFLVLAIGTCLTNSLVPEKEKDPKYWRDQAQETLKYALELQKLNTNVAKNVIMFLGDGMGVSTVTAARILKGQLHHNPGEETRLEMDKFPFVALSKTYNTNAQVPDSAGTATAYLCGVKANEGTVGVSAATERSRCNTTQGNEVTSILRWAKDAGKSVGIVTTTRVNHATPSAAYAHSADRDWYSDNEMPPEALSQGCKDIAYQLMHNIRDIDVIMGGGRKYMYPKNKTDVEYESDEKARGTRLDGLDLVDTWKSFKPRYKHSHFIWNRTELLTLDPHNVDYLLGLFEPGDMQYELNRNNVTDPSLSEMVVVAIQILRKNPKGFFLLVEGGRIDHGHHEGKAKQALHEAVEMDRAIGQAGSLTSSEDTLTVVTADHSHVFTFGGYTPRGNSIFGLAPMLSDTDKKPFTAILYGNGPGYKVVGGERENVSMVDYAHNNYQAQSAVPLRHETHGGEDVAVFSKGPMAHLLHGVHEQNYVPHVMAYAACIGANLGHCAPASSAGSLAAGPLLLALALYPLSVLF
PPARg SRC-1 ag: PPARgamma agonists recruiting SRC-1 coactivator, primary screen, biochemical; Peroxisome proliferator-activated receptor gamma (Homo sapiens), P37231; PPARgamma-SRC-1 coactivator recruitment biochemical assay; activation, % at 8 µM; hit rate 0.41% among 200,000; AID 631, 2007; in the data active = activation above about 19%;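 note: 0% = DMSO and 100% = reference agonist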
Target sequence (P37231 whole entry, looked up): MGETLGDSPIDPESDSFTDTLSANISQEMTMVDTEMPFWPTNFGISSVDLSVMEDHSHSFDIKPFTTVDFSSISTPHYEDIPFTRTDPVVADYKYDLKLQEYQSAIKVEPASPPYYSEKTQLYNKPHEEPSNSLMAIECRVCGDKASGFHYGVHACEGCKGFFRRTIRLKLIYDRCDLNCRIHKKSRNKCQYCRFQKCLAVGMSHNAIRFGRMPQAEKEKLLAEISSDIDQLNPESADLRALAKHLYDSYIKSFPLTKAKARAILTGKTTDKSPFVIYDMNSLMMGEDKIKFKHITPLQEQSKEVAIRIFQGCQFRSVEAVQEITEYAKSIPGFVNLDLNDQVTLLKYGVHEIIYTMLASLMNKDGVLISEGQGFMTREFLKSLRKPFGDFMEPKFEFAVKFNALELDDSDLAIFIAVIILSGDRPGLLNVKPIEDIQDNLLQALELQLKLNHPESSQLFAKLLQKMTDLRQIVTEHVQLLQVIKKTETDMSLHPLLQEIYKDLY
PPARg SRC-2 ag: agonists of PPARg-SRC-2 recruitment, primary screen, biochemical, HTS. PPARgamma LBD-SRC-2 recruitment. activation, % at 8 µM. AID 1032, 2008. hit rate 0.34% among 200,000; in the data active = activation above about 22%;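 note: 0% = vehicle and 100% = reference agonist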
PPARg SRC3 recr: PPARgamma agonists recruiting SRC-3 coactivator, primary screen, biochemical; Peroxisome proliferator-activated receptor gamma (Homo sapiens), P37231; activation, % at 8 µM; hit rate 0.26% among 200,000; biochemical PPARgamma/SRC-3 coactivator recruitment assay; in the data active = activation above about 23%;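 note: 0% = DMSO and 100% = reference agonist; some compounds past the cut are filed as inactive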
TNAP inh noacc: human TNAP enzyme inhibitors, primary screen, biochemical, luminescent, no phosphate acceptor, uHTS | inhibition, % at 20 µM | purified TNAP, CDP-star luminescence, 30 min | hit rate 0.26% among 200,000;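 active = tissue-nonspecific alkaline phosphatase inhibition above about 50% at 20 µM in the single-dose screen, limit read from the data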;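 note: 0% = DMSO negative control and 100% = EDTA positive control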
TNAP act hiacc: TNAP activators at high phosphate acceptor level, primary screen, biochemical, luminescence, uHTS. Alkaline phosphatase, tissue-nonspecific isozyme (Homo sapiens), P05186. purified TNAP, CDP-star luminescence, 1 M DEA, 30 min; hits give high values; 0 = EDTA background, 1 = DMSO-only activity. activation factor at 20 µM. 200,000 tested, under 10 active. AID 1136, 2008;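 active = activation factor at least 2 at 20 µM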
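system = human TNAP | amount = enzyme diluted 1/800 final | reagent = 100 µM CDP-star substrate | signal = luminescent substrate turnover signal | dosing = one dose, 20 µM | benchmarks = EDTA negative control, DMSO positive control | measure = activation factor | timing = 30 min reaction, room temperature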
Starred values were filed as active, the others as inactive; / = no result given.

SMILES	HMGR II inh	bIAP inhibitor	TR-FRET SRC-2 ct	bIAP act	TNAP inh hi DEA	PPARg SRC-1 ag	PPARg SRC-2 ag	PPARg SRC3 recr	TNAP inh noacc	TNAP act hiacc
C[C@H]1COc2c(C3(N)CC3)c(F)cc3c(=O)c(C(=O)O)cn1c23	-1	5	1480	1	-3	-3	-1	3	-3	1
Cc1cccc(OCCNc2cc(N3CCN(CCO)CC3)ccc2[N+](=O)[O-])c1	-3	8	1662	0.9	14	-3	3	2	5	0.9
O=C(CN1CCCN(Cc2ccc(F)cc2Cl)C1=O)NC1CCCCCCC1	-9	-1	1666	1	-2	6	0	1	-12	1
CCOC(=O)C1C(c2ccc(Cl)cc2)NC(=S)NC1(O)C(F)(F)F (stereo not given)	-3	21	1782	0.8	4	6	13	3	-1	1
OCCC1CN(Cc2cccn2-c2nccs2)CCN1C1CCCCC1 (stereo not given)	-6	6	1491	0.9	-9	3	-1	-2	-8	1.1
COCCn1c(N)c(C#N)c2nc3ccccc3nc21	-8	0	1517	1	-3	2	7	8	-7	1
COC(=O)/C=c1/s/c(=C(/C#N)C(=O)NCc2ccccc2)n(-c2ccccc2)c1=O	-6	-2	1410	1	-4	5	5	-4	-21	1
c1ccc(-c2nnc(CN3CCN(C(c4ccccc4)c4ccccc4)CC3)o2)cc1	0	-6	1428	1.1	-4	-2	0	1	-14	1
Cc1ccc(-c2nnc(SCC(=O)Nc3nc4c(s3)CCCC4)n2C)cc1	-3	7	1408	0.9	4	1	5	5	-8	1
C=C(C)c1cccc(C(C)(C)NC(=O)NCC2COCCO2)c1 (stereo not given)	0	-24	1518	1.2	-2	1	-2	1	-2	1
COc1ccc(-n2c(Cc3cccn3C)nnc2SCC(=O)NCC2CCCO2)cc1 (stereo not given)	-2	-15	1382	1.2	-4	-5	3	0	-7	1
O=C(NCC1CCCO1)c1cccc(Br)c1 (stereo not given)	-1	6	1570	0.9	-1	6	-5	7	-10	1
CC12CC3(C)CC(C)(C1)CC(C(=O)NCC(=O)O)(C2)C3	1	-7	1589	1.1	-4	11	5	7	-4	1
Cc1nc(N2CCOCC2)sc1C=O	0	8	1518	0.9	-2	6	10	-1	2	1
CN(Cc1nc(-c2cccnc2)no1)S(=O)(=O)c1ccc(Br)cc1	-5	10	1772	0.9	-4	-1	19	-2	-6	1
COc1ccc(C2OC[C@H]3O[C@H](O)[C@H](NC(C)=O)[C@@H](O)[C@@H]3O2)cc1 (stereo not given in full)	5	3	1511	1	-6	4	0	-3	-9	1.1
CCOC(=O)Cc1csc(N)n1	5	3	1482	1	-6	-2	-7	-7	-12	1.1
Cc1cccc(OCC(=O)N2CCN(C(=O)c3ccco3)CC2)c1	-6	-3	1907	1	-8	6	6	5	-9	1.1
Cc1ccc(S(=O)(=O)N/N=c2\oc3ccccc3cc2C(=O)Nc2cccc(C)c2)cc1	-7	18	1598	0.8	10	4	3	3	3	0.9
CCCCOc1ccc(C(=O)N/C(=C\c2ccc([N+](=O)[O-])cc2)C(=O)OCc2ccco2)cc1	-1	10	1549	0.9	0	-5	-3	1	-14	1
CC(=O)c1ccc2cccc3c2c1N=CN3C	-1	-2	1534	1	2	9	20	3	-12	1
NS(=O)(=O)c1ccc(NC(=O)COC(=O)c2cnccn2)cc1	-3	-8	1372	1.1	-3	3	-7	1	-6	1
O=C(Nc1cccc(C(F)(F)F)c1)C1CCCN1S(=O)(=O)c1cccc2cccnc12 (stereo not given)	-7	8	1486	0.9	0	6	-3	-3	5	1
COc1ccc(OCC(=O)N/N=C(\C)CC(=O)Nc2cccc([N+](=O)[O-])c2)cc1	0	-9	1603	1.1	2	2	6	6	-6	1
Cc1cc(C)cc(N(CC(=O)N2CCOCC2)S(=O)(=O)c2ccccc2)c1	-4	11	1542	0.9	3	7	0	13	-4	1
CC(C)OC(=O)CSc1nc(Cc2cccs2)nc2ccccc12	-6	10	1588	0.9	-2	0	3	7	-4	1
CCN(CC)CCCNc1oc(-c2ccc(OC)c(OC)c2)nc1C#N	2	-17	1556	1.2	-6	-1	-4	5	-11	1.1
COc1ccccc1N/N=C/c1c(CO)cnc(C)c1O	0	14	1702	0.9	0	15	1	5	-18	1
CCOC(=O)c1c(C)[nH]c(C(=O)OCC(=O)N2c3ccccc3CC2C)c1C (stereo not given)	-4	8	1608	0.9	-9	8	3	2	-10	1.1
CCOc1ccccc1NC(=S)N(CCCN1CCOCC1)Cc1cn(C)c2ccccc12	-3	11	1549	0.9	0	-4	-3	-1	1	1

Of the compounds above, these have a Cl atom.
SMILES	HMGR II inh	bIAP inhibitor	TR-FRET SRC-2 ct	bIAP act	TNAP inh hi DEA	PPARg SRC-1 ag	PPARg SRC-2 ag	PPARg SRC3 recr	TNAP inh noacc	TNAP act hiacc
O=C(CN1CCCN(Cc2ccc(F)cc2Cl)C1=O)NC1CCCCCCC1	-9	-1	1666	1	-2	6	0	1	-12	1
CCOC(=O)C1C(c2ccc(Cl)cc2)NC(=S)NC1(O)C(F)(F)F (stereo not given)	-3	21	1782	0.8	4	6	13	3	-1	1

(more compounds)
SMILES	HMGR II inh	bIAP inhibitor	TR-FRET SRC-2 ct	bIAP act	TNAP inh hi DEA	PPARg SRC-1 ag	PPARg SRC-2 ag	PPARg SRC3 recr	TNAP inh noacc	TNAP act hiacc
Nc1c(C(=O)NCC2CCCO2)sc2nc3c(c(-c4ccco4)c12)CC/C3=C\c1ccco1 (stereo not given)	-4	0	1413	1	17	-2	-6	1	15	0.8
COC(=O)C1=C(C)n2cnnc2NC1c1ccc(Cl)cc1 (stereo not given)	-6	13	1669	0.9	0	5	6	4	-5	1
O=C1NCC(NC(=O)C(F)(F)F)c2cc3c(cc21)OCO3 (stereo not given)	-2	1	1575	1	1	5	0	5	-1	1
CCOC(=O)C1(CCc2ccccc2)CCN(C(=O)CCc2cnccn2)CC1	-2	4	1680	1	0	0	0	-2	-5	1
Cc1onc(-c2c(F)cccc2Cl)c1C(=O)Nc1c(C)n(C)n(-c2ccccc2)c1=O	1	5	1709	0.9	-1	-1	2	-9	-7	1
CC(C)(C)NC(=O)C1Cc2ccccc2CN1 (stereo not given)	-8	-6	1763	1.1	0	10	5	10	-12	1
O=C(O)COc1ccc(/C=N/Nc2nc(Nc3ccccc3)nc(N3CCCCC3)n2)cc1	-1	-12	1343	1.1	1	-2	2	-2	-15	1
Cc1cccc(OCCC(=O)Nc2c(C)n(C)n(-c3ccccc3)c2=O)c1	-4	0	1621	1	-3	-3	-5	-3	1	1
Cc1c(NC(=O)CC(C)C)c(=O)n(-c2ccccc2)n1C	-5	5	1651	0.9	-5	4	5	4	-5	1
CCOC(=O)c1c(NC(=O)C[n+]2ccc(N(C)C)cc2)sc(C)c1C	0	20	1711	0.8	-4	0	-2	3	-12	1
CCOC(=O)N1CCN(C2=CC(=O)OC23CCCCC3)CC1	-3	5	1644	1	5	4	6	1	-1	1
COC(=O)C1=C(C)NC(C)=C(C(=O)OC)C1C(=O)OCCN1C(=O)c2ccccc2C1=O	-3	3	1496	1	-3	8	3	5	-11	1
O=C(COc1ccccc1[N+](=O)[O-])OCC(=O)N1CCC(Cc2ccccc2)CC1	-1	4	1677	1	0	3	14	-1	19	1
CCN1CCCC1CNC(=O)C1CCCN(S(=O)(=O)c2cccc3nsnc23)C1 (stereo not given)	-2	2	1562	1	-9	10	-7	2	7	1.1
CSc1cccc(NC(=O)/C=C/c2ccccc2)c1	1	20	1486	0.8	-3	10	4	3	-6	1
Cc1ccc(S(=O)(=O)N2CCC(=O)N(CCOC(=O)Nc3ccc(C)c(C)c3)CC2)cc1	-7	6	1312	0.9	-6	-6	8	-5	-1	1.1
Cc1c(Cl)cccc1NC(=O)CCCn1nc([N+](=O)[O-])cc1C	-4	2	2111*	1	-6	7	14	2	-11	1.1
CCOc1ccc(-n2c(Cc3ccccc3)nnc2SCc2c(C)noc2C)cc1	-5	0	1840	1	-5	11	8	6	-9	1
CN1CCN(c2ccccc2NC(=O)c2c(F)cccc2F)CC1	-1	-5	1541	1.1	-1	-1	6	2	-4	1
CN(C)S(=O)(=O)N(CC(=O)NCCSCc1ccc(Cl)cc1)c1ccccc1	1	-13	1629	1.1	2	6	6	-1	-1	1
O=C(CCNC(=O)c1ccc([N+](=O)[O-])cc1)Nc1ccccc1N1CCOCC1	-6	5	1399	1	-5	0	1	-4	-4	1
CC(C)C(=O)Nc1ccc2c(c1)C(=O)NC2=O	-1	6	1609	0.9	-4	9	7	2	-7	1
O=C(COC(=O)c1ccccc1NS(=O)(=O)c1cccs1)NCC12CC3CC(CC(C3)C1)C2	4	-5	1532	1	-2	-4	1	-1	-16	1
Brc1ccc(-c2nnc(-c3ccccc3Br)o2)cc1	-5	-8	1511	1.1	0	5	0	-3	-4	1
Cn1c(SCC(=O)N2CCCC2)nnc1-c1ccc(S(=O)(=O)N2CCCC2)cc1	-18	9	1613	0.9	-6	4	11	8	-13	1.1
CSc1nnc(C)c(=O)n1COC(=O)c1ccc(S(=O)(=O)N(C)C)cc1	0	/	1695	0.5	-1	2	8	-1	-5	1
CN(C)S(=O)(=O)c1ccc(C(=O)N2CCN=C2SCc2cccnc2)cc1	1	-6	1587	1.1	-6	7	10	2	-15	1.1
Cc1cc(C)n(-c2nc3ccccc3s2)n1	2	-1	1515	1	-4	3	8	7	-14	1
CCOC(=O)Cc1csc(SCc2nc3sc4c(c3c(=O)[nH]2)CCC4)n1	3	8	1621	0.9	-1	9	10	0	-4	1
Nc1cc(OC(=O)c2ccco2)nn1S(=O)(=O)c1ccc(F)cc1	-3	5	1346	1	-4	-4	-4	-7	0	1
CCc1nc(C)c(C#N)c2cc(OC)c(OC)cc12	0	3	1603	1	-5	5	7	0	-4	1.1
CC(C)c1c(O)nc(SCCN2CCOCC2)[nH]c1=O	2	4	1606	1	2	1	5	6	-2	1
CC(C)(C)/C=N/NC(=O)CNC(=O)c1ccc2c(c1)OCCO2	0	-1	1454	1	0	5	0	0	-1	1
Cn1cccc1Cc1nnc(SCC(N)=O)n1CCc1ccccc1	2	8	1696	0.9	-1	9	6	7	-1	1

Structures shown so far containing a COOH group (three):
SMILES	HMGR II inh	bIAP inhibitor	TR-FRET SRC-2 ct	bIAP act	TNAP inh hi DEA	PPARg SRC-1 ag	PPARg SRC-2 ag	PPARg SRC3 recr	TNAP inh noacc	TNAP act hiacc
C[C@H]1COc2c(C3(N)CC3)c(F)cc3c(=O)c(C(=O)O)cn1c23	-1	5	1480	1	-3	-3	-1	3	-3	1
CC12CC3(C)CC(C)(C1)CC(C(=O)NCC(=O)O)(C2)C3	1	-7	1589	1.1	-4	11	5	7	-4	1
O=C(O)COc1ccc(/C=N/Nc2nc(Nc3ccccc3)nc(N3CCCCC3)n2)cc1	-1	-12	1343	1.1	1	-2	2	-2	-15	1

Rows were taken by chance (roughly 1.6% active in at least one column).
